High-throughput results: PubChem BioAssay, Johns Hopkins Ion Channel Center
CHT block: inhibits the human high affinity choline transporter | Q9GZV3 | CHT-expressing cells, membrane potential dye, choline response; active compounds read low | B-score at 10 µM | 0.86% of 310,000 active | AID 488975;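 active = B-score over 3 SD under the library average, and starting fluorescence ratio not unusually high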;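 also: choline stimulus applied at its EC90 after an EC20 pre-addition; B-score computed on integrated fluorescence ratio after choline addition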
Target sequence (Q9GZV3 whole entry, looked up): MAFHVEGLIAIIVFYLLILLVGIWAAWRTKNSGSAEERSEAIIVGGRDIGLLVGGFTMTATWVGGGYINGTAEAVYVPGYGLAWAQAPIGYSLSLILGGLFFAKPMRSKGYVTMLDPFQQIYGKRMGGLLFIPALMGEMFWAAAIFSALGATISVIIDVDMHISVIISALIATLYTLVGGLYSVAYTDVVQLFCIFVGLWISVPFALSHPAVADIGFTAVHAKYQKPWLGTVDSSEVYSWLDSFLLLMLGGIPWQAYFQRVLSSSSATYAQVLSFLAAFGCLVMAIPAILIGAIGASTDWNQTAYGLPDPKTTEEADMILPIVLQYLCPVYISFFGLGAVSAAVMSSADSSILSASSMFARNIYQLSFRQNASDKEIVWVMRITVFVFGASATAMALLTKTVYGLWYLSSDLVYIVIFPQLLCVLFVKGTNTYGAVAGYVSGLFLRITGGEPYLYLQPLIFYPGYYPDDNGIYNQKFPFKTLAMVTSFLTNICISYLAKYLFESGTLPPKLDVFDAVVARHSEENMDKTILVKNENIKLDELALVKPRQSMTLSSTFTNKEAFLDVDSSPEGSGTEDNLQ
KCNQ2 inh: KCNQ2 channel blockers in CHO-K1 cells – cell-based, FluxOR thallium flux, B-score, primary screen (AID 2156) | O88943 | B-score at 10 µM | 20 min; active compounds read low | 1.1% of 310,000 active;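 active = fluorescence ratio B-score at most minus 3 library SDs, with starting brightness B-score within 2 library SDs, cut at about -5.5 in these data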
* marks the source's active call; other numbers are inactive results; i = inactive; x = no result given.

No. | Molecule | CHT block | KCNQ2 inh
1 | C[C@@]12C(=O)OC(=O)[C@]1(C)C1CCC2O1 | i | x
2 | CCCCN(C)C(=O)C1CCN(Cc2ccc(OCc3ccccc3)cc2)CC1 | i | i
3 | C#CCOc1c(Cl)cc(/C=C2/C(=O)ON=C2C)cc1OCC | i | i
4 | Cc1ccnc(SCc2cc(=O)c(OC(=O)c3cccs3)co2)n1 | i | i
5 | COc1ccc(C(=O)CN2C(=O)c3ccccc3C2=O)c(OC)c1C | i | i
6 | O=C(Nc1sc2c(c1C(=O)O)CCCC2)C(=O)N1CCOCC1 | i | i
7 | CCOC(=O)CN1NC2(CCC(C)CC2)NC1=S (stereo unspecified) | i | i
8 | CCCn1c(SCC(=O)NC2CCCCC2C)n[nH]c1=O (stereo unspecified) | i | i
9 | C#CC(=O)N(c1cccc(OC)c1)C(C(=O)NC1CCCC1)c1cccs1 (stereo unspecified) | i | i
10 | CCC(C)Oc1ccc(/C=C/c2[nH]c(=O)[nH]c(=O)c2[N+](=O)[O-])cc1OC (stereo unspecified) | i | i
11 | O=C(CCc1nnc(Cc2ccc(-c3ccccc3)cc2)o1)NCCc1cccnc1 | i | i
12 | Clc1ccc(CSc2nnc3c(n2)[nH]c2ccccc23)cc1 | i | i
13 | Cc1c(CC(=O)NCCCC(=O)O)c(=O)oc2cc3occ(-c4ccccc4)c3cc12 | i | i
14 | Cc1cccc(C)c1OCc1nnc(SCC(=O)Nc2ccccc2F)o1 | i | i
15 | Cc1n(-c2ccccc2)c2ccc(Cl)cc2[n+]1CCO | i | i
16 | COc1ccccc1NC(=O)Nc1ccc(Br)cn1 | i | i
17 | CCOc1ccc(N(CC(=O)NCc2ccc(OC)cc2)S(C)(=O)=O)cc1 | i | i
18 | COc1ccc(NS(=O)(=O)c2ccc3oc(SCC(N)=O)nc3c2)cc1 | i | i
19 | CC1CN(C(=O)c2ccc(COc3ccccc3Br)o2)CC(C)O1 (stereo unspecified) | i | i
20 | Cc1ccnc(N2CCC(C(=O)NC3CCCCCC3)CC2)n1 | i | i
21 | CCOC(=O)C1CCN(CC(=O)Nc2ccc(OC)c(Cl)c2)CC1 | i | i
22 | CCc1nnc(NC(=O)CC23CC4CC(CC(Br)(C4)C2)C3)s1 | i | i
23 | CCNC(=O)/C(=C\c1ccccc1)NC(=O)/C=C/c1ccccc1 | i | i
24 | Cc1cc(=O)c(C(=O)O)nn1-c1ccccc1 | i | i
25 | O=C(COC(=O)c1cc(S(=O)(=O)N2CCc3ccccc3C2)ccc1Cl)NCc1ccco1 | i | i
26 | Cc1ccc(Cc2cnc(NC(=O)CN3CCOCC3)s2)cc1Cl | i | i
27 | COc1cccc(N=Nc2c(N)[nH]n3c(=O)cc(-c4ccccc4)nc23)c1 | i | i
28 | CCN(CC)CCOC(=O)C1(c2ccc([N+](=O)[O-])cc2)CCCC1 | i | x
29 | CCC(Cc1ccccc1)NC(=O)CCNS(=O)(=O)c1cc(Br)cnc1N (stereo unspecified) | i | i
30 | COc1ccc(C(=O)NC2CC(C)(C)Cc3c2cnn3-c2ccccc2C)o1 (stereo unspecified) | i | i
31 | CCO[C@@H]1OC(C(=O)N2CCCCCCC2)=C[C@H](c2csc3ccccc23)[C@H]1CCCO | i | i
32 | Cc1ccc(S(=O)(=O)N2c3cc(C)ccc3OCC2C(C)(C)C)cc1 (stereo unspecified) | i | -6.2*
33 | COc1cc(NC(=O)c2cccnc2)c(Cl)cc1NC(=O)c1ccccc1 | i | i
34 | C#CCN1C(=O)C(O)(CC(=O)c2ccc(OC)c(OC)c2)c2ccccc21 (stereo unspecified) | i | i
35 | CC1(C)C(=O)OC(/C=C\c2ccccc2)C(C)(C)C1=O (stereo unspecified) | i | i
36 | O=c1[nH]c(SCc2cccc(Cl)c2)nc2ccccc12 | i | i
37 | CCOC(=O)c1c(NC(=O)CSc2nncs2)sc(C)c1-c1ccccc1 | i | i
38 | Cc1noc(C)c1S(=O)(=O)N1CCCC(C(=O)N2CCN(C3CCCCC3)CC2)C1 (stereo unspecified) | i | i
39 | CC1CCC(=O)N(CCOc2ccccc2)CC1 (stereo unspecified) | i | i
40 | COC(CN(C)S(=O)(=O)c1cc2c3c(c1)CCC(=O)N3CCC2)OC | i | i
41 | COC(=O)c1sccc1NC(=O)c1ccc(Br)s1 | i | i
42 | CN(C)c1ccc(NC(=O)c2sc(SCC(=O)Nc3nccs3)nc2N)cc1 | i | i
43 | O=C(NCC(=O)N(Cc1ccc(F)cc1)C(C(=O)NCC1CCCO1)c1ccccc1)c1ccco1 (stereo unspecified) | i | i
44 | CN1C(=O)NC(c2ccccc2[N+](=O)[O-])C2=C1CC(C)(C)CC2=O (stereo unspecified) | i | i
45 | COc1ccccc1OCCSc1ncnc2nc[nH]c12 | i | i
46 | COC(=O)CNC(=O)c1ccc(NS(=O)(=O)c2cc([N+](=O)[O-])ccc2Cl)cc1 | i | i
47 | CC(=O)N/C(=C\c1ccccc1)C(=O)OCC(=O)N(CC(C)C)c1c(N)n(Cc2ccccc2)c(=O)[nH]c1=O | i | i
48 | COc1cccc(C(C)NC(=O)Nc2ccccc2Cl)c1 (stereo unspecified) | i | i
49 | CCc1c(C)nc(SCC(=O)N2CCN(c3ccccc3)CC2)[nH]c1=O | i | i
50 | Clc1ccc(-c2nc3ccccn3c2CN2CCCCC2)cc1 | i | i

Continuation:
No. | Molecule | CHT block | KCNQ2 inh
51 | Cc1cccc(OCC(=O)NCC(=O)n2nc(C)cc2C)c1 | i | i
52 | COc1cc(CCC(=O)OCC(=O)N(CCC#N)c2ccccc2)cc(OC)c1OC | i | i
53 | CCc1ccc(Nc2c([N+](=O)[O-])c(=O)oc3ccccc23)cc1 | i | i
54 | O=C(Cn1cnc2c(oc3nc4c(cc32)CCCC4)c1=O)Nc1cccc(Cl)c1 | i | i
55 | COc1ccc(C2C3=C(CC(C)(C)CC3=O)Oc3ncn(CCO)c(=N)c32)cc1OC (stereo unspecified) | i | i
56 | COc1ccc2oc(C(=O)N(C)CCOc3ccc(Cl)cc3)c(C)c2c1 | i | i
57 | O=S(=O)(NCC1OCCc2ccccc21)c1ccccc1 (stereo unspecified) | i | i
58 | Cc1c(C(=O)O)c(=S)sn1CCOc1ccccc1 | x | i
59 | COC(=O)c1sc2nc(SCC(=O)N(C)c3ccccc3)n(N)c(=O)c2c1C | i | i
60 | Cc1ccc(C(=O)Nn2c(N)c(S(=O)(=O)c3ccc(C)cc3)c3nc4ccccc4nc32)cc1 | i | i
61 | Cc1c(Cl)cnc(NC(=O)COC(=O)c2ccc(S(=O)(=O)NCc3ccco3)cc2)c1Cl | i | i
62 | COc1cc(/C=C/C(=O)O)cc(OC)c1 | i | i
63 | Cc1ccc([N+](=O)[O-])cc1NC(=O)c1c(-c2ccccc2)noc1C | i | i
64 | Cc1ccc(S(=O)(=O)N2CCCCC2)cc1C(=O)c1nccn1C | i | i
65 | COc1ccccc1CNC(=O)CN(C)S(=O)(=O)c1ccc2c(c1)c(=O)n(C)c(=O)n2C | i | i
66 | C/C=C/c1ccccc1OCc1ccc(C(=O)OC)o1 | i | i
67 | Cc1onc(-c2ccccc2)c1C(=O)NNC(=S)NC(=O)c1ccc2c(c1)OCO2 | i | i
68 | COc1ccc(S(=O)(=O)N2CCCCC2)cc1C(=O)N1CCCCCC1 | i | i
69 | O=C(NCc1ccccc1)c1cc(S(=O)(=O)N2CCCCC2)ccc1N1CCOCC1 | i | i
70 | N#C/C(=C(/O)c1ccc([N+](=O)[O-])cc1)c1nnc2n1CCCCC2 | i | i
71 | O=C(CSc1nc2ccccc2c(=O)[nH]1)c1cccs1 | i | i
72 | NC(=O)Nc1cccc2ccccc12 | i | i
73 | CCn1c(=O)c2c3c(sc2n2cnnc12)CCC3 | i | i
74 | COc1ccc(SC[C@H](CC(C)C)N2CCN(C)CCC2=O)cc1 | i | i
75 | CC(=O)c1c(N2CCN(c3ccc(F)cc3)CC2)nc(=S)n(Cc2ccccc2)c1C | i | i
76 | CCc1c(C)nc(SC(C(=O)O)c2ccccc2)c(C#N)c1C (stereo unspecified) | i | i
77 | COC(=O)c1scc(C)c1NC(=O)c1cccc(C#N)c1 | i | i
78 | CC(NC(=O)Cc1ccsc1)c1ccc(F)cc1 (stereo unspecified) | i | i
79 | COCc1cc(C)n(CC(=O)OC)c(=O)c1C#N | i | i
80 | CCC1(C)OC(=O)N2CCc3c(C)[nH]c4c(C)ccc(c34)C21C (stereo unspecified) | i | i
81 | CC(/C=C/c1ccc2c(c1)OCO2)=N/NC(=O)C1COc2ccccc2O1 (stereo unspecified) | i | i
82 | O=C(Nc1ccc2c(c1)OCO2)N1CCN(Cc2ccco2)CC1 | i | i
83 | O=C(NC(NC(=S)Nc1c(Cl)cccc1Cl)C(Cl)(Cl)Cl)OCc1ccccc1 (stereo unspecified) | i | i
84 | Cc1nnc(SCC(=O)NNC(=O)c2ccco2)n1-c1cccc(Cl)c1 | i | i
85 | COC(=O)c1scc(C)c1NC(=O)Nc1ccccc1 | i | i
86 | Cc1ccc2c(c1)C(O)(CC(=O)/C=C/C=C/c1ccccc1)C(=O)N2 (stereo unspecified) | i | i
87 | CCOC(=O)NC(O)C(=O)c1cccs1 (stereo unspecified) | i | i
88 | COc1ccc2oc(N)c(C=O)c(=O)c2c1 | i | i
89 | CCOc1ccc(C(=O)O/N=C(\N)c2ccccn2)cc1 | i | i
90 | CCc1nn(-c2cc(Oc3ccccc3)nc(-c3ccccc3)n2)c(N)c1C#N | i | i
91 | COCCOC(=O)C1=C(C)NC(=O)NC1c1cccs1 (stereo unspecified) | i | i
92 | O=C(O)c1ccc2c(c1)CC(c1ccccc1)OC2=O (stereo unspecified) | i | i
93 | Cc1cc(OCC(=O)NC(C)C)ccc1Cl | i | i
94 | CCCN1CCOC(CC(=O)Nc2ccc([N+](=O)[O-])cc2)C1=O (stereo unspecified) | i | i
95 | Cc1ccc(O)c(C(=O)c2cnc3c(c2)CN(CCC(C)C)C(=O)N3)c1 | i | i
96 | C#CCOc1nc(OCC#C)nc(OCC#C)n1 | i | i
97 | CCCOc1ccc(C(=O)NNC(=S)NC(=O)CC)cc1 | i | i
98 | O=C(c1ccccc1)C(c1ccccc1)c1ccccc1 | i | i
99 | COc1ccc(CN2C(=O)CC(Cc3ccc(C)cc3)C2=O)cc1OC (stereo unspecified) | i | i
100 | CCCSc1cc(N2CCN(C)CC2)nc(-c2ccc(OC)cc2)n1 | i | i

Carrying on:
No. | Molecule | CHT block | KCNQ2 inh
101 | COc1ccc(OCC(=O)Nc2ccc(NC(=O)c3cccs3)c(OC)c2)cc1 | i | i
102 | CC(C)C(O)(C#CCN1CCCCCC1)c1ccccc1 (stereo unspecified) | i | i
103 | O=C(Nc1ccc(N=Nc2ccccc2)cc1)c1ccc(Cl)cc1Cl | i | i
104 | Cc1cccc(C(=O)NNS(=O)(=O)c2ccccc2[N+](=O)[O-])c1 | i | i
105 | c1cnc(Nc2nc(-c3ccc4ccccc4c3)cs2)nc1 | i | i
106 | COc1ccc(N=NC2=C(O)CC(C)(C)CC2=O)cc1 | i | i
107 | O=c1[nH]c2ccccc2cc1CN(CC1CCCO1)S(=O)(=O)c1ccc(Cl)cc1 (stereo unspecified) | i | i
108 | O=C1C2CCCCN2C(=O)N1CCN1CCN(c2ccc([N+](=O)[O-])cc2)CC1 (stereo unspecified) | i | i
109 | CC(=C/c1ccccc1)/C=N/NC(=O)CSc1nc(C)cc(C)n1 | i | i
110 | Cc1c(NC(=O)Nc2cccs2)cccc1[N+](=O)[O-] | i | i
111 | Cc1ccc(NC(=O)NNC(=O)C2CCN(Cc3ccc(F)cc3Cl)CC2)cc1 | i | i
112 | CC(C)CCN(C)C1CCN(S(=O)(=O)c2cccc(C(F)(F)F)c2)CC1 | i | i
113 | CC1CCN(c2cc(N3CCC(C)CC3)c([N+](=O)[O-])cc2/C=C(\C#N)c2nn(-c3ccccc3)c(N)c2C#N)CC1 | i | i
114 | CC1(C)CC(=O)C=C(NCC2CCCO2)C1 (stereo unspecified) | i | i
115 | Cc1ccc(CSc2ccc3nnc(-c4cccnc4)n3n2)cc1 | i | i
116 | COc1ccc(N/C=C2/Sc3ccccc3NC2=O)cc1 | i | i
117 | O=C1CC(C(=O)N2CCN(c3ccc(F)cc3)CC2)CN1CCc1ccccc1 (stereo unspecified) | i | i
118 | Cc1cc(C)c2c(CN3CCCCC3)cc(=O)oc2c1 | i | i
119 | O=C(CCSc1ccccc1)NC(=O)COC(=O)C1CCCCC1 | i | i
120 | Cc1cc2cc3c(N)[nH]nc3nc2cc1C | i | i

Profiles as entered above. Order of screens: CHT block | KCNQ2 inh
CCN(CC)CCOC(=O)C1(c2ccc([N+](=O)[O-])cc2)CCCC1 is listed with i | x
CCc1nn(-c2cc(Oc3ccccc3)nc(-c3ccccc3)n2)c(N)c1C#N is listed with i | i
O=C(NCc1ccccc1)c1cc(S(=O)(=O)N2CCCCC2)ccc1N1CCOCC1 is listed with i | i
O=C(Nc1sc2c(c1C(=O)O)CCCC2)C(=O)N1CCOCC1 is listed with i | i
Cc1cccc(C)c1OCc1nnc(SCC(=O)Nc2ccccc2F)o1 is listed with i | i

Going on with the list:
No. | Molecule | CHT block | KCNQ2 inh
121 | CCOC(=O)Cc1csc(NC(=O)c2cnc3sc(C)cn3c2=O)n1 | i | i
122 | CN1CCN(CC(=O)Nc2nnc(-c3cccs3)s2)CC1 | i | i
123 | COc1ccc(Cl)cc1NC(=O)CN1CCc2ccccc21 | i | i
124 | COc1ccc(C(=O)COC(=O)CN2C(=O)C3C4C=CC(C5CC45)C3C2=O)cc1 (stereo unspecified) | i | i
125 | O=C(O)c1ccccc1C1=Nc2ccc(O)cc2Oc2cc(O)ccc21 | i | i
126 | COC(=O)C1=C(CSc2nc3ccccc3s2)NC(=O)NC1c1ccc(F)cc1 (stereo unspecified) | i | i
127 | COc1ccc(C(CCc2ccc(C)o2)NC(=O)Nc2ccc(OC)cc2OC)cc1 (stereo unspecified) | i | i
